Compound activity deposited in PubChem BioAssay by National Center for Advancing Translational Sciences (NCATS).
D3 antag: antagonists of human D3 dopamine receptor; P35462; 360,000 compounds, 2.5% hits; max response, negative = inhibition, %; D3R cells, DiscoveRx beta-arrestin luminescence, antagonist mode; active compounds read low; AID 652054; in the data active means max response below about -50%; inconclusive means no clear call, values can overlap the other calls; further: on the % scale 0 is the no-effect control and ±100 the full control effect; mostly tested at two doses, the higher about 12 µM
Target sequence (P35462 whole entry, looked up): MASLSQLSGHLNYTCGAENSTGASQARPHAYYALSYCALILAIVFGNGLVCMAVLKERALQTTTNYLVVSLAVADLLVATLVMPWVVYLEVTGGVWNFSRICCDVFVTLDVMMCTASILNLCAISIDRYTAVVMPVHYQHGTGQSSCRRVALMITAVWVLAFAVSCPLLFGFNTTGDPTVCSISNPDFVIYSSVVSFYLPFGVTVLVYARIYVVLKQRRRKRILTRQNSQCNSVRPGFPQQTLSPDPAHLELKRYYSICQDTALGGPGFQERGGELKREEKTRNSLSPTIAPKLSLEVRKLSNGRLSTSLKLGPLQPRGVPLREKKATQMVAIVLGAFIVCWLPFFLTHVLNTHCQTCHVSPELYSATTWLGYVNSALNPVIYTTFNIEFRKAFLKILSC
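Cells plated overnight at 1500 cells/well, then exposed to library compounds with dopamine controls for 90 minutes at 37 degrees C. DiscoveRx reagent added for 30–60 minutes at room temperature; luminescence read, quantitative HTS format.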
SW480 rerep: DNA re-replication induction in SW480 cells; AID 624297; Potency, µM (top dose mostly 46.1 µM), without a hit: at the highest dose re-replication activation, hits mostly activators; SW480 DNA re-replication, Hoechst DNA content imaging, 48 h; 340,000 compounds, 1.8% hits; further: potency means the concentration at half of the fitted maximal effect; % of control where 0% means no effect; nearly all actives have a fitted effect of over 55% in size
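Readout is total intensity of Hoechst-stained nuclei, excited at 405 nm and collected at 500-530 nm. Compound treatment lasted 48 hr at 37 C in 5% CO2 before staining.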
HT1080NT lethal: kills 2HG-producing HT-1080-NT fibrosarcoma cells. HT-1080-NT fibrosarcoma viability, CellTiter-Glo ATP luminescence, 48 h. Potency, µM (highest dose often 46.1 µM), for inactives: at the highest dose activity, negative = less viability, hits mostly cytotoxic. 360,000 compounds, 1.6% hits;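 further: NT is the 2HG producing partner of a matched IDH1 knockdown line; potency means the concentration at half of the fitted maximal effect; 0% = DMSO-treated cells and -100% = media-only wells without cells; nearly all actives have a fitted effect of over 55% in size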
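A 48-hour cytotoxicity screen used HT-1080-NT cells plated 2 hours before compound delivery. ATP-based CellTiter-Glo luminescence measured viability, normalized to DMSO and no-cell controls.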
KB-V1 MDR tox: KB-V1 MDR subline cytotoxicity; AID 1347076; KB-V1 MDR cells viability, CellTiter-Glo, 72 h; 400,000 compounds, 3.4% hits; Potency, µM (top dose mostly 46.1 µM), inactives show at the highest dose activity change, negative = cytotoxicity, usual class: cytotoxic; further: potency means the concentration at half of the fitted maximal effect; on the % scale 0 is the no-effect control and ±100 the full control effect; nearly all actives have a fitted effect of over 60% in size
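KB-V1 cells (P-gp-expressing MDR subline of KB-3-1) in phenol-red-free DMEM with 10% FBS were exposed to library compounds over a concentration series for 72 h at 37 degrees C. Viability read by CellTiter-Glo luminescence; concentration-effect curves fitted after normalization.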
GLP1R ag: agonists of human GLP-1 receptor | 380,000 compounds, 0.007% hits | P43220 | Potency, µM (series often up to 45.6 µM), without a hit: at the highest dose activation, actives largely listed as activators | HEK293 GLP-1R CRE-luciferase, luminescence, 4-6 h; cells express a hypersensitive GLP-1R form | AID 624172; further: potency means the concentration at half of the fitted maximal effect; % of control where 0% means no effect
Target sequence (P43220 whole entry, looked up): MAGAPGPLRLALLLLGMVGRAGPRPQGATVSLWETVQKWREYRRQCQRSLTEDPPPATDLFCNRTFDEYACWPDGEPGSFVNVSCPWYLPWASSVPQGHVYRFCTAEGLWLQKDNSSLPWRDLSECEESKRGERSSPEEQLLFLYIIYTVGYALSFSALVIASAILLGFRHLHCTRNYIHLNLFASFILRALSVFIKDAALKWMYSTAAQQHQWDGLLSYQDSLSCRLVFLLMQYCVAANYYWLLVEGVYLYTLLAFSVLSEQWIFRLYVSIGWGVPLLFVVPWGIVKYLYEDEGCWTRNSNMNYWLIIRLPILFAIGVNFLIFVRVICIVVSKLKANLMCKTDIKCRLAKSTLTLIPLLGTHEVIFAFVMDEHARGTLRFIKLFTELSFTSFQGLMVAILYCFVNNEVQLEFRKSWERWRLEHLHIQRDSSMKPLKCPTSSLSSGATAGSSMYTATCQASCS
HT1080 IDH1KD tx: toxicity to HT-1080 IDH1 knockdown cells (counter line); HT-1080 IDH1 knockdown viability, ATP luminescence, 48 h; Potency, µM (doses to about 46.1 µM), inactives show at the highest dose activity, negative = toxicity, actives largely listed as cytotoxic; 360,000 compounds, 2% hits;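 further: potency means the concentration at half of the fitted maximal effect; 0% = DMSO wells and -100% = cell-free medium wells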
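Using the IDH1-knockdown HT-1080 line run in the same batch and compound series as the NT line, viability after 48 h at 37 °C was determined by CellTiter-Glo luminescence and expressed as % activity.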
DRD3 agonist: activates the human D3 dopamine receptor. D3R DiscoveRx beta-arrestin cells, luminescence, 90 min. max activation, %. 410,000 compounds, 0.58% hits. AID 652048; in the data active means max activation above about 30%; further: 0% is about no effect; mostly tested at two doses, the higher about 12 µM
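Agonist-mode cell screen: cells plated at 1500/well and incubated overnight at 37 °C, then exposed to library compounds for 90 min at 37 °C. Detection reagent was added for 30–60 min at room temperature, and luminescence was read.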
KB-3-1 cytotox: kills parental KB-3-1 adenocarcinoma cells. KB-3-1 viability, CellTiter-Glo ATP luminescence, 72 h. Potency, µM (series often up to 46.1 µM), inactives show top-dose activity change, negative = cytotoxic, hits mostly cytotoxic. 400,000 compounds, 1.4% hits; further: potency means the concentration at half of the fitted maximal effect; on the % scale 0 is the no-effect control and ±100 the full control effect; nearly all actives have a fitted effect of over 60% in size
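Cytotoxicity in the drug-sensitive parental line KB-3-1 was scored as loss of CellTiter-Glo luminescence following 72 h incubation with compound. Values come from curve fitting of normalized concentration-response data.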
IL1B secr inh: inflammasome signaling inhibition, IL-1 beta readout. THP-1 LPS/ATP IL-1B secretion, AlphaLISA, 16 h; active compounds read low. activity change, % at 57.5 µM. 360,000 compounds, 4.7% hits. AID 743279; in the data active means activity change below about -50%; inconclusive means mostly about -30% to -49%; further: on the % scale 0 is the no-effect control and ±100 the full control effect
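THP-1 cells pretreated 1 hr with compounds (up to 57.5 uM final), then stimulated with LPS (250 ng/mL final) plus ATP (1.25 mM final); secreted IL-1B measured by AlphaLISA after 16 hr, decreased signal indicating inhibition.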
Numbers without * were called inactive; ? = inconclusive; . = no result given; [ ] = another dose, or the depositor's remark. Unless noted, the call rests on the fitted dose curve; in most records, active means well fitted curve in the direction sought with a large enough effect; inconclusive means small, poorly fitted or top-dose-only effect, or another doubt; inactive means no such curve, though single readings can be large; an effect the other way counts as inactive or inconclusive.

Structure	SW480 rerep	IL1B secr inh	GLP1R ag	HT1080NT lethal	KB-V1 MDR tox	D3 antag	KB-3-1 cytotox	DRD3 agonist	HT1080 IDH1KD tx
Cc1ccc(-c2nnc(SCC(C)C)n2C)cc1	0%	?	-4%	3%	-20%	-5	-2%	-5	-2%
O=C(NCCc1ccccc1)C(=O)NCC1OCCN1S(=O)(=O)c1cccs1 (stereo not drawn)	0%	6	-7%	8%	-2%	-14	?	12	9%
O=C(COC(=O)CNS(=O)(=O)c1ccc(Br)cc1Cl)NC1CCCC1	-41%[inhibitor]	?	3%	-4%	-3%	-15	-2%	-8	-6%
C/C(=N\NC(=O)c1csc(C)c1C)c1ccc(C)s1	-6%	-16	0%	7%	?	?	0%	-28	-2%
CCSC1=NCCN1S(=O)(=O)c1ccccc1	-2%	-4	-6%	1%	0%	12	1%	1	6%
O=C(Oc1ccc2c(-c3ccccc3)cc(=O)oc2c1)c1cccs1	-11%	21	11%	0%	21%	-1	0%	-3	-16%
O=C(O)c1cccc(NS(=O)(=O)c2cccc3cccnc23)c1	-5%	-1	0%	1%	5%	-29	-2%	-5	7%
COc1ccc(-n2c(Cc3cc(=O)[nH]c(=O)[nH]3)nnc2SCC(=O)Nc2cc(C(F)(F)F)ccc2Cl)cc1	-8%	14	10%	4%	19%	2	23%	-3	-1%
Cc1ccc(CN=C(Nc2ccccc2)NC2CCCCC2)cc1	4%	-87*	5%	-23%	0%	15	-16%	2	?
COCCN(C(=O)CSc1ccc2c(c1)OCCO2)c1c(N)n(CC(C)C)c(=O)[nH]c1=O	-39%	2	11%	6%	7%	0	3%	17	4%
CCc1cc2c(N3CCN(c4ccccc4)CC3)ncnc2s1	-2%	-17	0%	-22%	?	-23	0%	7	-19%
O=C(NCCc1csc(-c2ccccc2)n1)c1ccccc1F	7%	-8	24%	-5%	21µM*	-7	-6%	6	-1%
CC(C)Cc1nc(SCC(=O)N2CC(C)OC(C)C2)c2c(=O)n(C)c(=O)n(C)c2n1 (stereo not drawn)	-1%	-10	-11%	9%	.	9	.	4	7%
COc1ccc(C2=NNC(=O)CC2)cc1	?	13	5%	-5%	?	-1	-5%	-1	0%
O=C(COc1ccc(Cl)cc1)N1CCN(c2cccc(C(F)(F)F)c2)CC1	2%	-5	-22%	?	?	4	-10%	3	?
COc1ccc2nc(NC(=O)Nc3ccccc3OC)sc2c1	2.9µM*	-7	8%	?	4.6µM*	-6	5.2µM*	-4	?
O=C(Nc1sc2c(c1C(=O)O)CCC2)c1ccc(F)cc1	-14%	-13	0%	-4%	-9%	-3	-24%	-3	-17%
Cc1ccc2c(c1C)C(=O)C(=O)N2	3%	61	-1%	2%	1%	9	-5%	-1	9%
CC1(C)C2CCC(C2)C1(C)NC(=O)CN1CCN(Cc2ccccc2)CC1 (stereo not drawn)	-1%	32	8%	-4%	?	-8	2%	-10	-15%
O=C(COc1cc2oc(=O)c3c(c2cc1Cl)CCCC3)NCc1cccnc1	-1%	-7	-1%	23%	-14%	7	17%	-9	16%
Cc1ccc(C)c(N2CCN(C(=O)CCNS(=O)(=O)c3ccc4c(c3)oc(=O)n4C)CC2)c1	5%	3	4%	-16%	-4%	4	-8%	6	-2%
CCC1=C(OC(=O)N(CC)CC)N2C(=O)OC(=NCC(=O)OC)[C@]2(C)[C@H]2C1=CC[C@H]1C(=O)N(C)C(=O)[C@H]12	1%	-3	-5%	1%	16%	13	17%	0	7%
C=CCOc1c(CNc2nccs2)cccc1OCC	-7%	0	0%	2%[9.24 µM]	-13%	12	0%	-3	-25%
COc1ccc(/C=N/NC(=O)CO/N=C(\C)c2cccs2)cc1	2%	-14	9%	14%	14%	-5	3%	-10	2%
CCOC(=O)C1=CN(Cc2cccc(F)c2)S(=O)(=O)N(C)C1c1ccc2ccccc2c1 (stereo not drawn)	1%	25	2%	3%	0%	23	0%	15	7%
O=C(NCCc1ccc(C(F)(F)F)cc1)C1CCC(=O)N(CCCN2CCCC2=O)C1 (stereo not drawn)	1%	15	-6%	1%	?	2	8%	0	-3%
CCCOC(=O)c1[nH]c2c(c1C)C(=O)CC(c1cccs1)C2 (stereo not drawn)	?	21	-3%	1.3µM*	?	?	0.65µM*	-6	0.65µM*
O=C(NN(c1ccccc1)c1ccccc1)c1ccccc1F	-7%	-26	3%	1%	15%	4	7%	12	-3%
CCOc1cccc(NC(=O)/C(C#N)=C\c2cn(CC(=O)O)c3ccccc23)c1	9%	9	-7%	0%	17%	-1	1%	-1	1%
COCCNc1nnc(SCC(=O)NC(=O)c2ccccc2)s1	-439%[inhibitor]	8	1%	19%	4%	4	9%	3	11%

(listing goes on)
Structure	SW480 rerep	IL1B secr inh	GLP1R ag	HT1080NT lethal	KB-V1 MDR tox	D3 antag	KB-3-1 cytotox	DRD3 agonist	HT1080 IDH1KD tx
CC(=O)Nc1cccc(NC(=O)CSc2nnc(NC(=O)C3CC3)s2)c1	-11%	6	10%	0%	0%	5	3%	2	0%
Cc1ccc(CNC(=O)CSc2ccsc2[N+](=O)[O-])cc1	15%[1.84 µM]	?	1%	-9%	-17%	-27	3%	-16	-23%
Fc1c(F)c(-n2nnc3ccccc32)c(F)c(F)c1Cl	4%	-3	21%	12%	12%	-20	2%	-8	8%
COc1ccc(Cc2nnc(-c3cccc(C)c3)o2)cc1OC	5%	28	?	0%	7%	-4	-4%	1	-9%
O=c1c2cc(N3CCOCC3)ccc2[nH]c(=S)n1Cc1ccc(Cl)cc1	13%	0	7%	3%	21µM*	-1	-19%	1	-1%
Cc1ccc(N2C(N)=NC(N)=NC2(C)C)c(C)c1	1%	2	-1%	?	24%	2	0%	7	21µM*
NC(CSCc1ccccc1Cl)C(=O)O (stereo not drawn)	-72%[inhibitor]	12	-3%	9%	4%	15	3%	3	7%
CC(C)(O)c1[nH]c2cc(F)ccc2c1C(C)(C)O	?	22	3%	3%	?	-14	8%	-9	-4%
CC(Sc1ccccc1)C(=O)NN=C1CCCCCCC1 (stereo not drawn)	1%	-3	7%	6%	4%	5	-1%	6	16%
COc1ccc(CN(C)C(=O)C2CCN(C(=O)Nc3ccccc3)CC2)cc1	-9%	-11	-14%	-3%	-17%	-11	2%	-15	5%
O=C(COc1ccc(Cl)cc1)OCC(=O)N1CCCC1	-10%	23	-10%	12%	0%	22	-4%	5	18%
CCCCOC(=O)C1=C(C)NC(=O)NC1c1ccccc1 (stereo not drawn)	-8%	-10	3%	-4%	1%	-1	-1%	4	-1%
COC(=O)C(Cc1ccccc1)N1CCS(=O)(=O)CC1 (stereo not drawn)	0%	-2	0%	0%	-15%	2	1%	-2	-6%
C[C@H]1COC(=O)[C@@H](Cc2ccc(F)cc2)C/C=C\C[C@@H](CC(=O)N[C@@H](CO)Cc2ccccc2)C(=O)N1	-1%	-15	-2%	5%	26%	12	?	0	6%
COc1ccc2oc(=O)c(/C(N)=N/NC(=O)c3ccncc3)cc2c1	-7%	-26	0%	28%	?	5	21%	14	23%
CCCc1cc(=O)[nH]c(SCC(=O)N2CCN(S(=O)(=O)c3ccc(Cl)cc3)CC2)n1	-4%	16	9%	15%	-2%	3	11%	2	8%
O=C(COC(=O)c1ccc(Br)o1)Nc1ncc(Cl)cc1Cl	-1%	5	15%	0%	9%	7	5%	-1	-19%
C=CCc1c(C)c(C#N)c2nc3ccccc3n2c1N1CCCCC1	?	31	14%	2%	-1%	13	?	2	-2%
COc1ccc(-c2noc(N3CCC(C(=O)NCCCN4CC(C)CC(C)C4)CC3)n2)cc1 (stereo not drawn)	0%	-13	3%	-7%	3%	?	-9%	-2	29%
Cc1ccc2nccc(C(=O)N3CCCC(Nc4ccc(C)c(C)c4)C3)c2c1 (stereo not drawn)	-24%	2	-2%	1%	-1%	2	0%	-2	0%
Cc1ccc(CNC(=O)c2csc3c2CCCCC3)cc1	11%	3	-6%	1%	-23%	-24	6%	-1	0%
CCc1nnc(NC(=O)c2cc(S(=O)(=O)N3CCCCC3)ccc2N2CCOCC2)s1	-6%	-5	-2%	3%	0%	0	-11%	2	-3%
CCOc1ccc2nc(SCCNS(=O)(=O)c3ccccc3)sc2c1	2%	-68*	20%	?	?	?	?	-8	?
S=C(NCc1ccco1)N/N=C/c1ccncc1	-1%	12	10%	9%	12%	18	-1%	4	10%
O=[N+]([O-])c1ccc(Oc2cnc3ccccc3n2)cc1	-35%[inhibitor]	-1	-1%	-14%	0%	5	-4%	3	-4%
CCSc1nc2c(c(=O)[nH]1)C(c1ccc(C)cc1)C1=C(CCCC1=O)N2 (stereo not drawn)	19%	2	5%	-1%	5%	4	0%	3	0%
CCN(CC)C(=O)c1cn(CC)c(=O)c2cc(OC)c(OC)cc12	-4%	5	1%	-3%	-4%	-6	5%	-8	-1%
CCCn1c(=NC(C)=O)c(C(=O)OCC)cc2c(=O)n3ccccc3nc21	-6%	-1	15%	5%	-8%	2	-6%	-1	10%
COc1ccc(NC(=O)Cc2coc3cc(C)c(C(C)C)cc23)cc1S(=O)(=O)N1CCOCC1	?	11	12%	-11%	?	11	0%	4	-26%

2 entries drawn at random from the list so far, as already listed:
Structure	SW480 rerep	IL1B secr inh	GLP1R ag	HT1080NT lethal	KB-V1 MDR tox	D3 antag	KB-3-1 cytotox	DRD3 agonist	HT1080 IDH1KD tx
C=CCc1c(C)c(C#N)c2nc3ccccc3n2c1N1CCCCC1	?	31	14%	2%	-1%	13	?	2	-2%
O=C(COc1ccc(Cl)cc1)OCC(=O)N1CCCC1	-10%	23	-10%	12%	0%	22	-4%	5	18%
